# Source: PubChem BioAssay (Sanford-Burnham Center for Chemical Genomics)
# APOBEC3A inh – inhibitors of human APOBEC3A DNA deaminase | P31941 | recombinant A3A, FAM/TAMRA ssDNA deamination fluorescence | inhibition, % at 20 µM | actives 0.41% (n = 330,000) | AID 493011;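 active = at least 40% inhibition at 20 µM here, with at most 30% in a related deaminase screen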;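 note: plate controls were A3A with DMSO for no effect and wells lacking A3A enzyme for full effect; some results filed as inactive read as strong as hits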
# Target sequence (P31941 whole entry, looked up): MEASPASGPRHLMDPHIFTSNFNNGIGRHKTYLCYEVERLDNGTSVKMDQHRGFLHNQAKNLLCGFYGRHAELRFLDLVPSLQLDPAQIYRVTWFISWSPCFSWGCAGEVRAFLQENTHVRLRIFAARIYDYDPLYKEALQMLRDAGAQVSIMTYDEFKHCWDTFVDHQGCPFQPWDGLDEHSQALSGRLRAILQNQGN
# beta cell repl – MIN6 beta-cell proliferation induction; MIN6 cells proliferation, ATPlite luminescence, 48 h; cells starved in 0.2% serum; 100% = growth in 10% serum; proliferation, % at 10 µM; actives 0.29% (n = 330,000);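 active = compounds whose signal lies at least 3.5 SD above the mean of all wells on their plate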;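 note: 0% = DMSO-treated cells in low-serum medium and 100% = 10% serum control; some compounds called inactive have numbers as strong as hits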
# hIAP act – human IAP activation; P09923; purified human IAP, CDP-Star luminescence, 30 min; hits give high values; 1 = vehicle-only enzyme, 0 = enzyme-free background; activation factor at 10 µM; actives 0.16% (n = 330,000);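 active = activation factor of the enzyme at least 2-fold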; note: the source names both 10 and 20 µM as test concentration; values of inactives mirror those of a sister screen read the other way
# mIAP activ – mouse IAP activation. muIAP, CDP-Star luminescence, 30 min; hits give high values; 1 = vehicle-only enzyme signal, 0 = enzyme-free wells. activation factor at 10 µM. actives 0.24% (n = 330,000). AID 2805;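 active = activation factor of at least 2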; note: the source names both 10 and 20 µM as test concentration; values of inactives mirror those of a sister screen read the other way
#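 also added = chemiluminescent substrate CDP-Star | test system = mouse IAP enzyme | signal = chemiluminescence readout | compound = DMSO-dissolved test compounds | incubation = 30 min at room temperature | benchmarks = DMSO wells, no-enzyme wells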
# MPTP block – inhibitors of mitochondrial permeability transition pore. isolated mouse mitochondria, Ca2+ swelling absorbance, 30 min. inhibition, % at 10 µM. actives 1.4% (n = 360,000). AID 602449;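 active = inhibition of 50% or more, scaled per plate between neutral and stimulator controls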;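 note: 0% = DMSO wells given calcium and 100% = 1 mM EGTA wells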
# APOBEC3G inh – blocks human APOBEC3G single-stranded DNA deamination. actives 0.28% (n = 330,000). Q9HC16. AID 493012. inhibition, % at 20 µM. recombinant A3G, ssDNA deamination FAM/TAMRA fluorescence;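 active = inhibition of at least 40% at 20 µM, with no more than 30% in the related APOBEC3A deaminase screen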;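 note: plate controls were DMSO wells with A3G for no effect and wells lacking A3G enzyme for full effect; some compounds called inactive have numbers as strong as hits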
# Target sequence (Q9HC16 whole entry, looked up): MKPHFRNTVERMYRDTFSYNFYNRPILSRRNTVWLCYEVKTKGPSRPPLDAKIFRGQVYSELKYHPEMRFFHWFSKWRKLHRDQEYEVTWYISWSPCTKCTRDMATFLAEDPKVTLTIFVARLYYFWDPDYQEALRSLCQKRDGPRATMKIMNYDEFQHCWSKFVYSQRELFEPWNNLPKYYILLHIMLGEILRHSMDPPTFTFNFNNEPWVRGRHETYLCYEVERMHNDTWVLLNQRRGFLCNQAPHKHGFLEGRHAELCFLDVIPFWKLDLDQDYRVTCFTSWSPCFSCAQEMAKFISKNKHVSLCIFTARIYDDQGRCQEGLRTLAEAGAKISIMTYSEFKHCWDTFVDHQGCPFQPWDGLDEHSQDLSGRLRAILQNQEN
# mIAP inh – mouse IAP inhibition; actives 0.2% (n = 330,000); inhibition, % at 10 µM; purified mouse IAP, CDP-Star luminescence, 30 min;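 active = inhibition of at least 40% at 10 µM in the primary screen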;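 note: plate controls were DMSO with enzyme for no effect and no enzyme wells for full effect; values of inactives mirror those of a sister screen read the other way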
# NR3A LBD binder – NR3A (human) ligand-binding domain modulation; AID 1259313; actives 2.5% (n = 340,000); NR3A LBD differential scanning fluorimetry, Tm shift; 0% = protein alone, 100% = glycine-bound protein; Tm shift relative to glycine control, % at 25 µM;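 active = melting temperature shift of at least 10% of the positive control shift, at one fixed dose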
# hIAP block – human IAP inhibition; actives 0.12% (n = 330,000); purified IAP, CDP-Star luminescence, 30 min; AID 2544; inhibition, % at 10 µM; P09923;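 active = inhibition reaching a set limit with compound at 10 µM in the primary screen, cut at about 35% in these data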;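 note: plate controls were DMSO wells with enzyme for no effect and no-enzyme buffer wells for full effect; values of inactives mirror those of a sister screen read the other way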
# * marks the source's active call; other numbers are inactive results; x = no result given.
SMILES,APOBEC3A inh,beta cell repl,hIAP act,mIAP activ,MPTP block,APOBEC3G inh,mIAP inh,NR3A LBD binder,hIAP block
CCOc1ccccc1NC(=O)c1cccc(NC(=O)CC(c2ccccc2)c2ccccc2)c1,1,-3,0.96,2*,11,5,-102,0,4
CCCNC(=O)Nc1ccc(F)c(Cl)c1,1,0,1.2,1.1,-0.4,-4,-13,0,-17
CCS(=O)(=O)N1CCCC(C(=O)NCCCN(C)Cc2ccccc2)C1 (stereo unspecified),-1,-1,1,1,-0.5,-6,-3,0,-2
CCCC1=NN2C(=N)/C(=C\c3ccc(SCc4ccco4)o3)C(=O)N=C2S1,95,-2,0.89,0.43,4.1,85,57*,-4,11
O=C(Oc1ccc2cc(Br)ccc2c1)c1cccnc1,-3,-3,0.76,0.98,12,-8,2,2,24
COC(=O)c1ccc(Nc2nc(-c3ccncc3)nc3ccccc23)cc1,7,4,0.94,0.85,2.8,-5,14,2,6
Cc1cccc(C)c1OCC(=O)N/N=C/c1cc2c(cc1[N+](=O)[O-])OCO2,0,-3,1,0.78,0.6,-4,22,-2,-3
Cc1cccc(N2CCN(C(=O)c3ccc(NS(=O)(=O)c4c(C)noc4C)cc3)CC2)c1C,1,0,1,0.99,0.6,-2,1,-8,-3
CCCC(C(=O)N(C)CC(=O)Nc1ccc(N2CCOCC2)cc1)c1ccccc1 (stereo unspecified),-4,-2,1.1,1.1,-2.7,-4,-9,-2,-8
Cc1ccc(S(=O)(=O)NCC(=O)N2CCN(c3ccc(F)cc3)CC2)cc1,3,4,1.1,1,0.8,-7,-3,1,-9
COc1ccccc1S(=O)(=O)NCc1ccc(C(=O)NC2CCC(O)CC2)cc1 (stereo unspecified),7,-2,1.1,0.86,0.3,-5,14,-3,-7
CCOc1ccc(NC(=O)c2ccccc2OCC(=O)c2ccc(C)cc2)cc1,1,-2,0.82,0.95,7.2,-2,5,-8,18
COc1ccc(C)cc1NC(=O)C1COc2ccccc2O1 (stereo unspecified),-7,-1,1.1,1,0.4,-6,-3,-1,-10
O=c1cc(-c2ccc(Cl)cc2)[nH][nH]1,-4,1,1,1,-1.0,-6,-2,-1,-2
COc1ccc(OC)c(NC(=O)c2ccccc2N(C)S(=O)(=O)c2ccc(C)cc2)c1,-5,0,1.4,0.98,0.0,-8,2,-1,-36
COCCN(C(=O)CCC(=O)Nc1ccccn1)C(C(=O)NC(C)(C)C)c1ccc(OC)cc1 (stereo unspecified),-4,0,0.97,1.1,-0.6,-9,-5,1,3
O=C(NCc1cccs1)c1csc2ccccc12,1,-2,0.85,1,0.0,-4,-5,0,15
O=C(Nc1ncccn1)C12CC3CC(CC(C3)C1)C2,3,-1,0.84,1.1,1.2,5,-6,1,16
COc1ccccc1-c1nc(SCC(=O)Nc2cc(C)on2)c2c(=O)n(C)c(=O)n(C)c2n1,4,-1,1,0.95,-1.0,1,5,0,-1
O=C(CN1C(=O)COc2ccc(Cl)cc21)NCC1CCCO1 (stereo unspecified),3,-4,0.85,1,6.3,2,-3,-16,15

# Grouped by structure, those above with a Cl atom
SMILES,APOBEC3A inh,beta cell repl,hIAP act,mIAP activ,MPTP block,APOBEC3G inh,mIAP inh,NR3A LBD binder,hIAP block
CCCNC(=O)Nc1ccc(F)c(Cl)c1,1,0,1.2,1.1,-0.4,-4,-13,0,-17
O=c1cc(-c2ccc(Cl)cc2)[nH][nH]1,-4,1,1,1,-1.0,-6,-2,-1,-2
O=C(CN1C(=O)COc2ccc(Cl)cc21)NCC1CCCO1 (stereo unspecified),3,-4,0.85,1,6.3,2,-3,-16,15

# (list continues)
SMILES,APOBEC3A inh,beta cell repl,hIAP act,mIAP activ,MPTP block,APOBEC3G inh,mIAP inh,NR3A LBD binder,hIAP block
COCCn1nnnc1C(c1ccc(Cl)cc1)N1CCSCC1 (stereo unspecified),-6,-1,1.1,0.93,-0.9,-2,7,-1,-5
CCOC(=O)c1ccccc1NC(=O)CSc1ncc(C(=O)OCC)c(N)n1,-1,-2,0.98,1,7.7,-3,-5,2,2
Cc1ccc(C(=O)CSc2nnc3n2CCCCC3)s1,-2,2,0.93,1.1,-2.6,-8,-14,1,7
Fc1ccc2c(c1)C(c1ccncc1)=NNC(c1ccccc1)=N2,-2,0,1.1,0.97,0.8,-3,3,-4,-10
O=C(NNC(=O)c1ccc(NC(=O)C2CC2)cc1)c1ccc(F)cc1,0,0,0.7,1,-0.6,-1,-3,-1,30
CC(=O)Nc1ncc2c(n1)CC(c1ccco1)CC2=O (stereo unspecified),1,-4,0.97,1,8.7,-1,-1,1,3
CCCSc1ccc(-c2nn(-c3ccccc3)cc2/C=C(/C#N)C(=O)N2CCOCC2)cc1,-3,-6,0.88,0.85,-2.5,-7,15,-1,12
Cc1ccc(C)c(NCC(=O)NNC(=S)Nc2ccccc2)c1,-2,-3,2*,0.84,-1.4,-6,16,-12,-103
Nc1c(C(=O)Nc2ccc(F)cc2)nnn1-c1cccc(C(F)(F)F)c1,1,-1,1.1,0.88,-0.1,-4,12,2,-10
CC(C)CN(C(=O)COC(=O)Cc1cccc2ccccc12)c1c(N)n(Cc2ccccc2)c(=O)[nH]c1=O,-4,-2,1.1,0.94,-2.0,-9,6,0,-8
NC(=O)C1CCN(c2nc(C3CC3)nc3c2nnn3Cc2ccccc2)CC1,-2,2,0.85,0.96,-2.4,-7,4,0,15
CC1CCCN(S(=O)(=O)c2cccc3nonc23)C1 (stereo unspecified),-4,-2,0.8,0.99,-0.2,-9,1,1,20
CN(CC(=O)Nc1ccc(Cl)cc1)C(=O)c1sccc1-c1ccccc1,-1,-4,0.92,1.1,0.2,-1,-12,-2,8
Cc1nc2sc(C(c3ccccc3)N3CCC(O)CC3)c(O)n2n1 (stereo unspecified),-3,-1,0.94,1.1,-0.1,-4,-6,3,6
NC(=O)CSc1nnc(Cn2c(=O)sc3ccccc32)n1CCc1ccccc1,-3,-5,1,1,-1.7,-8,0,-1,-3
O=C(C(=O)c1ccc(O)cc1)c1ccccc1,0,3,0.98,1,0.6,-6,0,7,2
NC(=O)CCn1c(=O)oc2ccccc21,-3,-2,0.87,0.98,-2.3,-1,2,0,13
CCn1cnc2cc(NCc3ccncc3)ccc21,-5,-2,0.95,1,-1.0,5,-2,0,5
O=C(CC1N=C2c3ccccc3N=C(SCc3ccccc3Cl)N2C1=O)NCc1ccco1 (stereo unspecified),-2,1,1.1,0.81,0.9,-4,19,-6,-13
O=C(O)CCC(=O)OCC1CCCCC1,-1,0,0.96,1,3.0,-4,-5,0,4
CCc1noc(C)c1C(=O)Nc1nc(-c2ccc(OC)cc2OC)cs1,0,-4,0.96,1,0.4,-7,0,-4,4
CC(=O)Nc1cccc(/C(C)=N/NC(=S)NC(C)C)c1,-3,-1,0.94,0.9,0.7,-4,10,0,6
NC(=O)COc1ccccc1C1=NO[C@@](CC(=O)O)(C(=O)Nc2ccc3c(c2)OCCO3)C1,-2,0,0.94,1.1,6.5,-7,-6,0,6
O=C(NC1CCCCC1)c1ccc(Cl)c(NC(=O)c2ccccc2F)c1,0,1,1,0.94,x,2,6,x,-3
COc1cc(/C=N/Nc2nc(=O)[nH]nc2C)cc(OC)c1O,2,1,1.3,0.97,-0.6,5,3,-2,-29
Cn1c(=O)[nH]c(=O)c2c1nc(NCCCn1ccnc1)n2Cc1cccc(Br)c1,1,-1,1.1,0.99,1.1,5,1,-1,-9
CCOc1ccc(NC(=O)CN2C(=O)COc3ccc(S(=O)(=O)N4CCCCC4)cc32)cc1,-4,-1,0.94,1.1,-0.4,-2,-6,-3,6
O=C(Nc1ccccc1)Nc1ccc(NC(=O)c2ccccc2O)cc1,-1,-3,0.92,1,1.0,-8,-4,42*,8
Fc1cccc(CSc2nnc3c(n2)[nH]c2ccccc23)c1,-1,-5,1.1,0.86,5.8,-8,14,-2,-12
COC(=O)c1cccc(N(C(=O)c2ccco2)C(C(=O)NC2CCCC2)c2ccco2)c1 (stereo unspecified),5,-1,0.93,1,0.0,1,-4,0,7

# Random excerpt: 2 compounds from above.
SMILES,APOBEC3A inh,beta cell repl,hIAP act,mIAP activ,MPTP block,APOBEC3G inh,mIAP inh,NR3A LBD binder,hIAP block
Fc1cccc(CSc2nnc3c(n2)[nH]c2ccccc23)c1,-1,-5,1.1,0.86,5.8,-8,14,-2,-12
CCOc1ccc(NC(=O)CN2C(=O)COc3ccc(S(=O)(=O)N4CCCCC4)cc32)cc1,-4,-1,0.94,1.1,-0.4,-2,-6,-3,6

# (more compounds)
SMILES,APOBEC3A inh,beta cell repl,hIAP act,mIAP activ,MPTP block,APOBEC3G inh,mIAP inh,NR3A LBD binder,hIAP block
CCOc1ccc(/C=C2/SC(=O)NC2=S)cc1,-3,0,0.93,0.79,22,2,21,-5,7
Cc1ccc(S(=O)(=O)Nc2nc3ccccc3nc2N2CCOCC2)cc1,-2,2,0.99,1,-1.2,-2,-4,0,1
O=C(c1c[nH]c(C(=O)C(Cl)(Cl)Cl)c1)c1ccccc1Br,-1,-2,1,0.97,2.2,-3,3,2,-5
CN(C)/C=N/c1nc2nccc(-c3ccc(F)cc3)n2n1,3,3,1.1,1.2,0.3,0,-18,-3,-6
CCCCC(=O)Nc1cccc(NC(=O)c2ccccc2Br)c1,2,-1,1.2,1,-1.0,0,0,-1,-21
CC(=O)c1cccc(NC(=O)/C(=C\c2cccnc2)NC(=O)c2ccccc2)c1,-1,-1,0.91,0.93,-0.2,-5,7,-1,9
CC(=O)NCc1ccc(S(=O)(=O)N/N=C/c2ccc(N(C)C)cc2)cc1,-6,6,0.98,0.92,-1.5,-6,8,-2,2
Cc1ccc(NC(=O)[C@H](C)NC(=O)C2CCN(C(=O)[C@H](CC(C)C)NC(=O)OC(C)(C)C)CC2)cc1,-3,-3,1,1.1,0.4,-8,-10,-1,-4
O=C(Nc1cccc(NC(=O)c2ncn[nH]2)c1)c1cccc(Cl)c1,2,-1,1.4,0.78,0.5,-2,22,12*,-42
CCCn1c(SCC(=O)NCCc2ccccc2)nnc1-c1ccco1,-2,0,0.92,1,0.1,-1,-1,1,8
COC(=O)C(Cc1ccc(O)cc1)NC(=O)C12CC3CC(CC(C3)C1)C2 (stereo unspecified),3,-5,1.1,0.92,-2.3,-4,8,-1,-13
Cc1nnc(SCC(=O)Nc2sccc2C#N)n1Cc1ccccc1,7,-1,1.1,0.93,-2.3,3,8,-1,-6
